S1P4 antagonist: blocks the human S1P4 receptor. 220,000 tested, 0.26% active. AID 1510. inhibition, % at 4.98 µM. S1P4-expressing cells, antagonist mode, reporter read-out. O95977; in the data active = inhibition above about 29%;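 also: 0% = wells stimulated with agonist and 100% = vehicle wells without agonist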
MDM2 E3 inh: blocks human Mdm2 ubiquitin ligase activity. cell-based MDM2 ubiquitination luciferase reporter, 2 h; 0 = plate control, 100 = twice control, blank-subtracted. Q00987. 210,000 tested, 0.11% active. AID 1230. signal enhancement, % at 5 µM;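 active = signal enhancement of 30% or more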;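 also: luminescence tracks abundance of the self-degrading MDM2-luciferase fusion protein; higher signal means inhibition of MDM2 E3 ligase activity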
Target sequence (Q00987 whole entry, looked up, the tested form may be a part): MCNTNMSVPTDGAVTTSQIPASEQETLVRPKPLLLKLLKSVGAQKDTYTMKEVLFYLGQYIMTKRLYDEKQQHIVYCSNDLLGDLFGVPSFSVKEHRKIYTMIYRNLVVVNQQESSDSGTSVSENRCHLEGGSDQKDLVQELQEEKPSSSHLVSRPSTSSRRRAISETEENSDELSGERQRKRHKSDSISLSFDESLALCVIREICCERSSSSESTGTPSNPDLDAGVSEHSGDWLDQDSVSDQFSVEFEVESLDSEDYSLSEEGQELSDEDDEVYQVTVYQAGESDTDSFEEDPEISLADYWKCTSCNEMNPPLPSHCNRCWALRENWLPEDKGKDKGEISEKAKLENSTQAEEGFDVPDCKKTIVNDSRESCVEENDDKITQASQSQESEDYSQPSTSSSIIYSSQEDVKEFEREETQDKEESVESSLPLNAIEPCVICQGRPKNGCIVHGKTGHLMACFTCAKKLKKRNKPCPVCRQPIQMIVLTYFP
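System: stable MDM2–luciferase fusion reporter cells / Input: 2000 cells seeded into each well / Schedule: 4 h settle plus 2 h compound, 37 °C / Compound: single-point 5 µM / Buffer or medium: cells held in DMEM / Benchmarks: control and blank well means / Evaluation: percent signal gain over controls, blank-subtracted / Measured by: luciferase luminescence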
Wee1 stabilizer: inhibitors of human Wee1 degradation; P30291; 220,000 tested, 1.2% active; HeLa Luc-Wee1K328M stability, luciferase luminescence; 100% = proteasome inhibitor MG132 effect; reporter increase, % at 5 µM; AID 1321;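 active = activation above the mean of all tested compounds plus 3 SD, set per screening run, cut at about 8.8% in these data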;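 also: cells exposed to compound for 20 h before luminescence read; 0% = DMSO alone and 100% = MG132 at 30 µM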
NPY2 pot ag: potentiates or activates human NPY-Y2 receptor; P49146; cells expressing NPY-Y2, potentiator/agonist read-out; activation, % at 3.6 µM; 220,000 tested, 0.45% active; in the data active = activation above about 27%;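 also: cells stimulated with NPY near EC25 plus isoproterenol at EC100; 0% = vehicle plus submaximal agonist and 100% = vehicle plus saturating agonist; some results beyond the cut were filed as inactive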
Target sequence (P49146 whole entry, looked up): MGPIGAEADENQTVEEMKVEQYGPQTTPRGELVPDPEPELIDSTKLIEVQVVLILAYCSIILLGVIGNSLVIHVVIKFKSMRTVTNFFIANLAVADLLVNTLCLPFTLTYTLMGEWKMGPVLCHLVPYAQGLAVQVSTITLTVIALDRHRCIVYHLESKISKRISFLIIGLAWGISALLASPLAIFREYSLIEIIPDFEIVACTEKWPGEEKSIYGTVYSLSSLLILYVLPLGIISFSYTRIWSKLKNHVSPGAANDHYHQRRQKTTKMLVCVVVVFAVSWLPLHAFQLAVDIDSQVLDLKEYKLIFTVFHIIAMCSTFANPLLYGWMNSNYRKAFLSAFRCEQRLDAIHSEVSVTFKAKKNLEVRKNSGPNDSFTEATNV
PERK inhibitor: blocks human PERK kinase; Q9NZJ5; CHO PERK-DD fusion, SEAP luminescence translation reporter; inhibition, % at 5.6 µM; 220,000 tested, 0.17% active; AID 1416;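 active = inhibition above the mean inhibition of all tested compounds plus 3 SD, set separately per screening campaign, cut at about 2.9% in these data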;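 also: PERK kinase domain activated by AP20187 dimerizer at 100 nM; 0% = DMSO with dimerizer and 100% = rapamycin at 8.4 µM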
BaF3 tox: reduces parental Ba/F3 cell viability, JAK2V617F counter-screen; CellTiter-Glo ATP luminescence; 220,000 tested, 1.1% active; inhibition, % at 5.6 µM;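 active = inhibition above a per-campaign cutoff, the mean inhibition of all tested compounds plus 3 SD, cut at about 27% in these data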;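 also: 0% = DMSO wells and 100% = JAK Inhibitor I control wells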
eIF4E 4G PPI: inhibitors of eIF4E and eIF4G interaction in translation initiation; 220,000 tested, 0.37% active; inhibition, % at 21.7 µM; TR-FRET eIF4E-eIF4GI(517-606) binding, 2 h;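 active = inhibition above about 30%, limit read from the data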;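 also: 0% = full FRET control wells and 100% = background wells lacking eIF4GI fragment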
S1P4 agonist: agonists of human S1P4 receptor. AID 1509. O95977. 220,000 tested, 0.35% active. S1P4-expressing cell line, agonist reporter assay. activation, % at 4.98 µM; in the data active = activation above about 11%;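 also: 0% = DMSO vehicle and 100% = reference agonist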
Ba/F3 V617F tox: loss of viability in JAK2V617F-driven Ba/F3 cells. Ba/F3 EpoR-JAK2V617F viability, ATP luminescence. inhibition, % at 5.6 µM. 220,000 tested, 1.1% active. AID 1446;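 active = inhibition above the campaign mean plus 3 SD over all tested compounds, cut at about 24% in these data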;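 also: cytokine-independent growth of Ba/F3 cells driven by EpoR plus mutant JAK2; 0% = DMSO-treated cells and 100% = JAK inhibitor I control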
* hit, by the source's call; nt = not tested or not shown; [ ] = remark or other dose.

molecule,Ba/F3 V617F tox,MDM2 E3 inh,eIF4E 4G PPI,NPY2 pot ag,PERK inhibitor,S1P4 agonist,BaF3 tox,Wee1 stabilizer,S1P4 antagonist
Cc1ccc2[nH]c(=O)c(CN(Cc3ccco3)C(=O)N3CCOCC3)cc2c1,-4,0,3,-1,-1.2,4.7,2,-4,-5
Cc1cccc(C)c1N1C(=O)c2cccc([N+](=O)[O-])c2C1=O,0,7,19,4,1.9,0.5,1,6,-14
CCOC(=O)CCSc1nc(C)c2cc(OC)ccc2n1,-5,-12,-4,-2,1.0,-2.4,0,-1,13
CCOC(=O)c1[nH]c(C)c(C(=O)NC(C)(C)C)c1C,-1,0,3[fluorescence artefact?],-5,1.4,0.8,0,-1,1
CC(=O)Nc1ccc([C@H]2[C@H](C)CC[C@H]3C(=O)N4[C@@H](CC[C@@H](C)[C@@H]4c4ccc(NC(C)=O)cc4)C(=O)N32)cc1,-3,nt,4,11,0.7,0.9,6,-1,-7
O=C(CSc1n[nH]c(=O)[nH]c1=O)N/N=C/C=C/c1ccccc1,4,-13,-3,-2,0.3,-0.5,0,1,4
CNC(=O)Nc1ccc(Cn2cc(C(F)(F)F)ccc2=O)cc1,1,-24,0,6,0.9,1.0,7,0,5
COc1c2ccc(C(=O)NCc3cc(C(F)(F)F)cc(C(F)(F)F)c3)cc2nn1C,7,-21,nt,8,-0.1,0.7,4,-4,-24
CCOc1cc(C(=S)N2CCOCC2)ccc1OS(=O)(=O)c1ccccc1[N+](=O)[O-],0,0,3,6,-0.7,0.6,4,-3,-15
COCCCn1c(SCC(=O)N2CCc3ccccc32)nnc1-c1ccoc1C,1,nt,nt,-3,-0.4,0.9,-4,1,-9
CC(NC(=O)c1cnccn1)c1ccc(S(N)(=O)=O)cc1 (stereo not drawn),-2,-11,0,5,2.0,0.3,3,-3,13
O=C(Cn1c(=O)oc2cccnc21)Nc1ccc(C(F)(F)F)cc1,1,-19,0,-5,0.7,-0.3,-3,-2,-1
CC(=O)c1ccc(OC(C)C)c(CN2CCCCC2)c1,-2,-15,0,0,0.6,0.1,1,-2,-1
CCN(CC)S(=O)(=O)c1ccc(NC(=O)CSc2nnc(-c3ccc(F)cc3)o2)cc1,-3,-15,2,-4,-0.4,-1.4,3,-1,-25
COc1cc(/C=N/NC(=O)CN(Cc2ccccc2)S(=O)(=O)c2ccc3c(c2)OCCO3)ccc1O,1,-2,-2,1,0.2,-0.6,6,1,-5
Cc1ccc(N(CC(=O)NC(C)(C)C)C(=O)CS(=O)CC(=O)Nc2ccc(F)cc2)cc1 (stereo not drawn),-2,4,2,2,0.7,-0.9,7,-3,-6
O=C(CSc1nc2ccccc2c(=O)n1NC(=O)c1ccccc1)c1ccc(Cl)cc1,4,-7,4[fluorescence artefact?],-2,-0.7,0.4,8,9.3*,-18
CCCS(=O)(=O)N1CCN(C(=O)c2ccco2)CC1,-2,-1,8[fluorescence artefact?],-3,0.8,2.0,5,0,-3
CCOC(=O)c1cnc2c(Cl)cccc2c1NCCN(C)C,-4,-22,1,-22,-0.3,-0.6,2,-3,2
O=C(c1cnc2n(c1=O)CCS2)N1CCN(c2ccccc2F)CC1,-2,-28,-2,-8,1.5,0.4,10,1,1
COc1ncccc1C(=O)N1CCCC(C(=O)c2cc(F)ccc2F)C1 (stereo not drawn),4,-4,-2,-17,-0.5,0.4,5,1,-16
CCCc1n[nH]c2c1C(=O)CC(C)(C)C2,1,9,0,1,0.6,-1.9,4,8,-5
Fc1ccc(CNc2cnccn2)cc1,2,-15,5,-6,0.3,0.0,10,4,3
CC(=O)/C=C(\C)Nc1c(C)n(C)n(-c2ccccc2)c1=O,-1,-31,0,2,1.1,1.5,3,-1,-29
Cc1cc(C)n2nc(SCC(=O)Nc3c(C)nn(-c4ccccc4)c3C)nc2n1,5,-16,9,-20,-0.6,-0.9,13,1,3
COc1ccccc1C(=O)NC(=O)Nc1nc(-c2ccccc2)cc(C(F)(F)F)n1,-1,nt,0,13,1.0,-1.4,-5,-1,-13
CC(C)c1ccc(NC(=O)NC2CCN(CC(=O)Nc3cccc4ccccc34)CC2)cc1,-1,-22,6,-4,-0.6,2.2,2,1,4
COC(=O)C(C(=O)Nc1ncccn1)C1CCCCCC1 (stereo not drawn),-4,-19,-2[fluorescence artefact?],-1,-0.2,-2.1,3,1,-23
O=C(CSc1nc2ccccc2c(=O)n1CC1CCCO1)NCc1ccc2c(c1)OCO2 (stereo not drawn),-4,-17,1,8,0.1,4.3,-3,3,8
COc1ccc(C(CC(=O)O)NC(=O)COc2ccccc2)cc1 (stereo not drawn),-1,2,-7,-6,0.5,1.4,-1,-3,-13
CCN1CCN(S(=O)(=O)c2ccc(Oc3ccccc3OC)cc2)CC1,0,-5,0,-3,0.0,0.3,5,2,-3
CCc1ccccc1N1C[C@@]23C=C[C@@H](O2)C(C(=O)OCC(C)C)[C@H]3C1=O (stereo partly drawn),-2,-5,-1[fluorescence artefact?],5,-0.5,1.3,0,4,-13
O=C(NC1CC1)C1=C[C@@H](c2ccc3c(c2)OCO3)C[C@@H](OCc2ccc(CO)cc2)O1,-1,nt,-1,-2,1.2,1.4,-1,-1,1
COC(=O)c1ccc(NC(=O)CN2CCN(c3ccc(Cl)cc3)CC2)cc1,0,-2,0,-6,1.1,1.1,4,1,-6
COc1ccc(CCNC(=O)COC(=O)c2cnc(C)cn2)cc1,-2,-6,-14,-12,0.5,-0.5,3,4,-2
Brc1ccc2nc3c(n2c1)CCCC3,0,-16,8,-14,0.0,1.7,4,-3,-26
COC(=O)c1[nH]c2cc(C)ccc2c1NC(=O)CN1CCc2cc(OC)c(OC)cc2C1,-1,-13,8,-17,-0.8,-1.5,5,0,-7
COc1ccc(CN2CCn3nc(C(=O)NC(C)C)cc3C2=O)cc1,0,5,-3,4,0.8,-0.4,7,0,-14
O=C(CSc1ncnc2[nH]ncc12)Nc1cccc(Oc2ccccc2)c1,-6,10,-3,2,1.5,-0.8,1,-3,-12
Cc1cc(=O)oc(C)c1C(=O)Nc1cccc2ccccc12,1,-9,-17,9,0.3,-0.8,6,-2,-25
C=CCn1c(C)cc(C(=O)CSc2nc3ccccc3[nH]2)c1C,-3,-17,0,6,-0.1,-0.2,7,0,-9
CCNc1nc(NC#N)nc(SCC(=O)OCC)n1,-3,-5,10,21,0.6,-0.2,1,3,-5
CCN(CC)c1ccc(C(=O)OCC(=O)c2ccco2)cc1,1,-14,0,-6,0.1,1.3,2,-2,-3
COc1ccc(C2C(C(=O)NCc3ccccn3)c3ccccc3C(=O)N2C)cc1OC (stereo not drawn),-5,-8,4,-15,-0.4,-1.8,0,0,-4
COc1ccc(CNC(=S)N/N=C/c2ccncc2)cc1,-2,-3,2,-16,0.2,-1.2,5,3,-10
Cc1ccc(CNC(=O)c2oc3ccc(S(=O)(=O)N4CCOCC4)cc3c2C)cc1,0,-7,4,11,-0.8,-0.9,6,1,8
CCC1(CC)NC(=O)N(CC(=O)OCC(=O)NC(=O)c2ccccc2)C1=O,-1,-14,-2,1,0.2,1.4,0,-2,-16
Cc1ccc(N(C(=O)c2cccs2)C2C=CS(=O)(=O)C2)cc1 (stereo not drawn),-5,-12,3,15,0.8,1.3,3,0,-17
Cc1ccc(NCc2nnc3n2CCCCC3)c(C)c1,3,-10,1,0,1.5,2.2,12,0,4
C[C@@H]1C=C[C@](Cc2ccccc2)(C(=O)NCC2CC2)N1C(=O)c1ccccc1,-3,nt,-2,9,-0.2,1.2,2,0,13
O=C(Nc1ccccc1C(=O)NCc1ccco1)Nc1cccc2ccccc12,2,-14,2,5,0.7,-0.6,3,-3,1
CCN(CC)C(=O)CP(=O)(c1ccccc1)c1ccccc1,0,-22,2,-8,-0.4,0.7,3,5,1
CC(C)(C)c1cc(CCC(=O)NNC(=O)c2ccco2)cc(C(C)(C)C)c1O,-3,-5,0,6,0.5,0.6,4,0,-12
CCN(CC)CC#CCC(O)(c1ccccc1)c1ccc(Br)cc1 (stereo not drawn),-2,-4,0,-15,0.1,0.6,2,-2,-7
CCOC(=O)c1nnc2c(Br)c(-c3ccccc3)nn2c1C,0,nt,-5,3,0.4,-0.6,2,1,-1
O=C(CN1CCN(S(=O)(=O)c2ccc(Br)cc2)CC1)Nc1ccccc1C(=O)c1ccccc1,-3,-11,-3,-4,-0.2,0.5,2,-2,-16
CC(=O)Nc1cc(NC(C)=O)ncn1,-2,-7,-1,8,1.7,0.2,-2,-3,-3
O=C(Nc1ccc(N2C(=O)c3cccc4cccc(c34)C2=O)cc1)c1ccc(N2CCCCC2)c([N+](=O)[O-])c1,2,-11,0,2,-1.0,-0.1,6,-2,-7
c1nc(Nc2ccc(N3CCOCC3)cc2)c2ccsc2n1,-5,-20,2,-8,0.1,-0.9,0,2,-1
O=C1c2ccccc2-c2nnc(-c3ccccc3)cc21,10,-49,-6,3,0.0,-3.1,14,0,10

As a short view, some entries already given:
molecule,Ba/F3 V617F tox,MDM2 E3 inh,eIF4E 4G PPI,NPY2 pot ag,PERK inhibitor,S1P4 agonist,BaF3 tox,Wee1 stabilizer,S1P4 antagonist
c1nc(Nc2ccc(N3CCOCC3)cc2)c2ccsc2n1,-5,-20,2,-8,0.1,-0.9,0,2,-1
O=C1c2ccccc2-c2nnc(-c3ccccc3)cc21,10,-49,-6,3,0.0,-3.1,14,0,10

(list continues)
molecule,Ba/F3 V617F tox,MDM2 E3 inh,eIF4E 4G PPI,NPY2 pot ag,PERK inhibitor,S1P4 agonist,BaF3 tox,Wee1 stabilizer,S1P4 antagonist
O=c1[nH]cnc2c1C(c1ccccc1[N+](=O)[O-])c1c(nc[nH]c1=O)O2,0,-8,1[fluorescence artefact?],4,0.8,-0.3,5,-3,-9
NC(=O)CN1C(=O)C(O)(CC(=O)/C=C\C=C\c2ccccc2)c2ccccc21 (stereo not drawn),2,2,9[fluorescence artefact?],-7,0.9,-0.6,6,2,7
O=C(O)c1cc(-c2cc3ccccc3o2)nn1-c1ccccc1,3,10,1,-15,0.6,0.3,10,-3,4
CC(=O)Nc1ccc(C(=O)CSc2nccc(=O)[nH]2)cc1,-1,0,-3,-15,0.3,-1.1,6,3,15
O=C(Oc1cccnc1)c1cc2ccccc2oc1=O,-1,-13,4[fluorescence artefact?],-8,2.6,-1.6,2,1,-5
Cn1c(N)c(C(=O)COC(=O)c2cc(C(F)(F)F)nc3ccccc23)c(=O)n(C)c1=O,1,nt,1,-4,0.8,1.6,12,-4,3
COC(=O)c1sccc1NC(=S)N1CC(C)CC(C)C1 (stereo not drawn),-1,1,4,1,-0.3,-1.8,0,5,6
CC1CCc2c(nc3ncnn3c2NCCN(C)C)C1 (stereo not drawn),5,-11,0,-17,1.7,-0.7,5,0,-6
Cc1ccc(S(=O)(=O)NC2CCOC(C)(C)C2)cc1 (stereo not drawn),5,-8,2,-11,0.8,0.1,8,1,2
